Abeta yeast res: A-beta toxicity reversal in yeast; AID 1347071; yeast expressing A-beta42, growth rescue, OD600, 48 h; response scale: 0% DMSO, 100% iron-clioquinol control; Potency, µM (top dose mostly 46.1 µM), for inactives: top-dose growth rescue, most hits filed as activators; actives 0.063% (n = 410,000); note: potency is the fitted concentration of half-maximal effect; nearly all actives have a fitted effect of over 55% in size
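Yeast A-beta toxicity model in growth medium with pinned compounds, 48 h at 30 C; growth read as absorbance at 600 nm. Normalized to FeCl3/clioquinol equimolar mix (positive) and DMSO (negative).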
PI5P4K alpha inh: PI5P4K alpha (human) kinase inhibition; P48426; PI5P4Kalpha enzyme, ADP-Glo luminescence, 60 min; stronger effect = lower value; max response, %; actives 1.2% (n = 330,000); active = max response of -50% or lower; inconclusive = between -30% and -50%; inactive = -30% or higher; note: value at the top dose of about 77 µM; % is set by controls: 0 for no effect and ±100 for the full control effect
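Single end-point luminescence (ADP-Glo) quantified ADP from PI5P4Kalpha turnover; ATP 5 microM final, 1 h at RT, 0.1% CHAPS and 0.28 mM EGTA in HEPES pH 7.4.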
WRN helicase inh: inhibitors of human WRN helicase; Q14191; WRN helicase unwinding, fluorescent forked duplex, kinetic; Potency, µM (doses to about 114 µM), for the others: at the top dose activity change, negative = inhibition, actives largely listed as inhibitors; actives 0.46% (n = 360,000); note: potency is the fitted concentration of half-maximal effect; % is set by controls: 0 for no effect and ±100 for the full control effect; nearly all actives have a fitted effect of over 55% in size
Target sequence (Q14191 whole entry, looked up): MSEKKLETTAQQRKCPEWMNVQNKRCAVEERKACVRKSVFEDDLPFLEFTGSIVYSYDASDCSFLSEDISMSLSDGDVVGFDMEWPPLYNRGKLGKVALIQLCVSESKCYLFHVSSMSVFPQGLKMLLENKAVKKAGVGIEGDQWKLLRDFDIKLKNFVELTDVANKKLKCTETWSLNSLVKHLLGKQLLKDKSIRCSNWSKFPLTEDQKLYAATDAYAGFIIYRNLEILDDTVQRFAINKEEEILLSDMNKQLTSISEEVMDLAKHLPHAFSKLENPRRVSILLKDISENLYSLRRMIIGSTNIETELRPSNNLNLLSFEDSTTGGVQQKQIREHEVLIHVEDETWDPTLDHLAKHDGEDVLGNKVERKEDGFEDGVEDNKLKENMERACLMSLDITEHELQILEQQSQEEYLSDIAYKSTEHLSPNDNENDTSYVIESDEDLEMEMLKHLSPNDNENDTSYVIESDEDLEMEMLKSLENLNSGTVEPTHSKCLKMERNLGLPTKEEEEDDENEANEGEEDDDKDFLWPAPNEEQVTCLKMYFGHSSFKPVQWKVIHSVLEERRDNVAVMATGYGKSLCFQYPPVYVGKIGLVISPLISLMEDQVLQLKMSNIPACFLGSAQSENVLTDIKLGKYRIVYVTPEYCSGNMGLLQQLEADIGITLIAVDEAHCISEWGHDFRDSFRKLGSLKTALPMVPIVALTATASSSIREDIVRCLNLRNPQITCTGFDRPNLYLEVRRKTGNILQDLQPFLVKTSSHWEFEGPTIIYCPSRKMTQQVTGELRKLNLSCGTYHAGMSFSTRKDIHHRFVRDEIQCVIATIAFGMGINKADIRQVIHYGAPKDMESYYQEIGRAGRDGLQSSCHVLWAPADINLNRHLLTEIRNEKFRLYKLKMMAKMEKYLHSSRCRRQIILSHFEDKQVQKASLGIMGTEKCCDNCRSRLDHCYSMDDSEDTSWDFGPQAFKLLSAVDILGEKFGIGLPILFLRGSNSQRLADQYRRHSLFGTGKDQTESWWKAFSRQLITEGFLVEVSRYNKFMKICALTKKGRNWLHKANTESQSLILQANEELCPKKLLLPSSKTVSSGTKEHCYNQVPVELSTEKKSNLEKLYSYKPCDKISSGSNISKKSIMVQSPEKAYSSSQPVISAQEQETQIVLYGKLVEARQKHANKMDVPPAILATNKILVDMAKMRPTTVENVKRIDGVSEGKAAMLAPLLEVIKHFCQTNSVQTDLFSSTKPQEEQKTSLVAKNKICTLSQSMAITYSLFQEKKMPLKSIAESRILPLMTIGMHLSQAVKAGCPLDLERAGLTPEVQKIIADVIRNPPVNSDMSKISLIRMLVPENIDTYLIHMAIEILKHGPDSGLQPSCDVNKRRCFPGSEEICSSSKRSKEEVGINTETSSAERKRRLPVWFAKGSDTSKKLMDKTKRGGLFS
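Kinetic red-fluorescence monitoring (525/598 nm) tracks WRN helicase activity after 100 nM fluorophore-quencher forked duplex and 2 mM ATP are added to 20 nM enzyme pretreated 15 min at room temperature with compound.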
EPAC1 antagonist: EPAC1 (human) antagonism | O95398 | EPAC1 GEF assay, Rap1b-BODIPY-GDP exchange fluorescence | Potency, µM (highest dose often 115 µM), inactives show at the highest dose activity change, negative = inhibition, hits mostly inhibitors | actives 0.14% (n = 360,000);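 note: potency is the fitted concentration of half-maximal effect; plate controls were vehicle for no effect and positive control for full effect; nearly all actives have a fitted effect of over 50% in size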
IL-2 act: IL-2 activation; AID 652025; actives 0.065% (n = 360,000); activation, % (series mostly up to about 46 µM); IL-2 activation reporter assay, cell-based qHTS; stimulated with anti-CD3/CD4/CD28 beads; in transgenic mouse T cells; in the data active = activation above about 50%; inconclusive = mostly about 30% to 49%; note: 0% is about no effect
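First, unstimulated transgenic mouse T cells were exposed to compound for 60 min. Next, anti-CD3/anti-CD4-coated beads with anti-CD28 were added. Finally, after 18 h at 37 degrees C, EGFP and DsRed were imaged.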
PLK1 PBD inh: PLK1 (human) polo-box domain binding inhibition; P53350; Plk1 PBD binding of FITC phosphopeptide, fluorescence polarization; Potency, µM, without a hit: max response, negative = inhibition, usual class: inhibitors; actives 2.8% (n = 360,000); note: potency is the fitted concentration of half-maximal effect; series mostly up to about 57 µM; % is set by controls: 0 for no effect and ±100 for the full control effect; nearly all actives have a fitted effect of over 65% in size
FUS suppressor: suppressors of FUS proteinopathy in yeast. Potency, µM (series often up to 76.6 µM), for the others: at the highest dose growth rescue (activation), most hits filed as activators. actives 0.24% (n = 390,000). S. cerevisiae FUS-expressing, growth rescue, OD600, 24 h. AID 1347120;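 note: potency is the fitted concentration of half-maximal effect; plate controls were DMSO vehicle for no effect and reference control for full effect; nearly all actives have a fitted effect of over 55% in size; some results filed as inactive show a strong effect at the top dose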
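Cultures pregrown in 2.5% raffinose medium are shifted to minimal medium containing 2% galactose to express toxic FUS. Compounds are tested at several concentrations. After 24hr at 30C, growth is quantified at 600 nm absorbance.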
EPAC1 ag: activates human EPAC1 exchange factor; EPAC1 agonist qHTS, biochemical assay; response scale: 100% = response to 6.5 mM cAMP; Potency, µM (series often up to 154 µM), for the others: at the top dose activation, actives largely listed as activators; actives 0.073% (n = 360,000); AID 720707; note: potency is the fitted concentration of half-maximal effect; nearly all actives have a fitted effect of over 60% in size
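EPAC1 100 nM, Rap1B–BODIPY-GDP 250 nM, unlabeled GDP 50 uM; compound titration; 5 min RT; kinetic read ex480/em540 at 5-min intervals ×30 min; data normalized to 6.5 mM cAMP agonist control.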
Active calls of the source: *; [ ] = dose if it differs, or a comment. Unless noted, calls come from the whole dose curve; as a rule, active = well fitted curve in the direction sought with a large enough effect; inconclusive = small, poorly fitted or top-dose-only effect, or another doubt; inactive = no such curve, though single readings can be large; an effect the other way counts as inactive or inconclusive. No enrichment for hits; about 4.1% have a hit in one of these screens.

How did COc1ccc(CNC(=O)c2cc(=O)c3ccccc3o2)cc1 do in these assays?
Abeta yeast res: 4%; PI5P4K alpha inh: 7; WRN helicase inh: -8%[57.1 µM]; EPAC1 antagonist: -2%; IL-2 act: -2.7; PLK1 PBD inh: -5%; FUS suppressor: 5%; EPAC1 ag: 3%

What do the screens show for `CC(=O)c1cccc(OCc2cc(C(=O)NCCC3=CCCCC3)no2)c1`?
Abeta yeast res: -5%; PI5P4K alpha inh: 2; WRN helicase inh: -1%; EPAC1 antagonist: 14%; IL-2 act: 1.0; PLK1 PBD inh: -8%; FUS suppressor: 26%; EPAC1 ag: -3%

Results for COCCn1c(Br)nc2c1c(=O)n(C)c(=O)n2C ?
Abeta yeast res: -3%; PI5P4K alpha inh: -2; WRN helicase inh: 2%; EPAC1 antagonist: -21%; IL-2 act: -0.4; PLK1 PBD inh: -20%; FUS suppressor: -10%; EPAC1 ag: 3%

How did O=C(NCc1n[nH]c(=O)c2ccccc12)C1CC(=O)N(c2ccccc2)C1 (stereo not drawn) do in these assays?
Abeta yeast res: 6%; PI5P4K alpha inh: -3; WRN helicase inh: -19%; EPAC1 antagonist: -12%; IL-2 act: 0.7; PLK1 PBD inh: -17%; FUS suppressor: 27%; EPAC1 ag: 55%

What do the screens show for `C/C=C/C=C/C(=O)OC(C)C(=O)Nc1cc([N+](=O)[O-])ccc1OC` (stereo not drawn)?
Abeta yeast res: -12%; PI5P4K alpha inh: 2; WRN helicase inh: -8%; EPAC1 antagonist: -7%; IL-2 act: 1.1; PLK1 PBD inh: -8%; FUS suppressor: 11%; EPAC1 ag: 6%

Results for O=C(CC1SC(=O)N(c2ccccc2)C1=O)Nc1ccc(Br)cc1 (stereo not drawn) ?
Abeta yeast res: -1%; PI5P4K alpha inh: -13; WRN helicase inh: inconclusive; EPAC1 antagonist: 8%; IL-2 act: 1.7; PLK1 PBD inh: inconclusive; FUS suppressor: -20%; EPAC1 ag: -5%

What do the screens show for `CS(=O)(=O)N1CCC(Oc2ccccc2C(=O)NC(C2CC2)C2CC2)CC1`?
Abeta yeast res: 2%; PI5P4K alpha inh: 3; WRN helicase inh: 3%; EPAC1 antagonist: -6%; IL-2 act: -0.7; PLK1 PBD inh: 3%; FUS suppressor: 0%; EPAC1 ag: 6%

Results for Cc1occc1C(=O)NNS(=O)(=O)c1ccc(Cl)cc1 ?
Abeta yeast res: 8%; PI5P4K alpha inh: -1; WRN helicase inh: -11%[57.1 µM]; EPAC1 antagonist: 16%; IL-2 act: -0.7; PLK1 PBD inh: 8%; FUS suppressor: -2%; EPAC1 ag: 4%

What do the screens show for `CC(=O)c1ccc(-c2cc([C@H]3[C@H]4C=CC[C@@H](C)[C@@H]4C(=O)N3Cc3ccccc3)ccc2F)cc1`?
Abeta yeast res: 1%; PI5P4K alpha inh: -2; WRN helicase inh: -1%; EPAC1 antagonist: -10%; IL-2 act: -0.4; PLK1 PBD inh: -14%; FUS suppressor: 37%; EPAC1 ag: -6%

What do the screens show for `CCN(CC(=O)Nc1ccc2c(c1)OCCO2)C(=O)c1cc(=O)[nH]c2ccccc12`?
Abeta yeast res: -11%; PI5P4K alpha inh: 2; WRN helicase inh: -13%; EPAC1 antagonist: -1%; IL-2 act: 0.8; PLK1 PBD inh: -9%; FUS suppressor: 14%; EPAC1 ag: -47%[inhibitor]

What do the screens show for `Cc1ccc(S(=O)(=O)Nc2nc3ccc(S(=O)(=O)N4CCCC4)cc3s2)cc1`?
Abeta yeast res: 12%; WRN helicase inh: -19%; EPAC1 antagonist: -7%; IL-2 act: 3.9; PLK1 PBD inh: inconclusive; FUS suppressor: 32%; EPAC1 ag: 4%

Results for Cc1c(C)c2c(OCC(=O)N3CCC[C@H]3C(=O)O)cc3c(c2oc1=O)CCC(C)(C)O3 ?
Abeta yeast res: -2%; PI5P4K alpha inh: 8; WRN helicase inh: -5%; EPAC1 antagonist: -17%; IL-2 act: 0.5; PLK1 PBD inh: -2%; FUS suppressor: -2%; EPAC1 ag: -10%

How did Cn1[nH]c(-c2ccccc2)c(/C=N/O)c1=O do in these assays?
Abeta yeast res: -24%; PI5P4K alpha inh: -3; WRN helicase inh: -23%; EPAC1 antagonist: -2%; IL-2 act: -1.2; PLK1 PBD inh: -21%; FUS suppressor: 3%; EPAC1 ag: -4%

What do the screens show for `CN(C(=O)CN1C(=O)NC2(CCc3ccccc32)C1=O)C1CCS(=O)(=O)C1` (stereo not drawn)?
Abeta yeast res: 8%; PI5P4K alpha inh: 4; WRN helicase inh: -12%; EPAC1 antagonist: -11%; IL-2 act: -3.2; PLK1 PBD inh: -5%; FUS suppressor: 3%; EPAC1 ag: 2%

What do the screens show for `C=CCN1CCN(C(=O)CSc2ccccc2)CC1`?
Abeta yeast res: -14%; PI5P4K alpha inh: 13; WRN helicase inh: -6%; EPAC1 antagonist: 5%; IL-2 act: -0.2; PLK1 PBD inh: -9%; FUS suppressor: -15%; EPAC1 ag: 4%

What do the screens show for `Cc1cc(C)n(-c2ccc(C(=O)Nc3nnc(C)s3)cc2)n1`?
Abeta yeast res: -9%; PI5P4K alpha inh: -2; WRN helicase inh: 9%; EPAC1 antagonist: 1%; IL-2 act: -0.2; PLK1 PBD inh: -9%; FUS suppressor: -6%; EPAC1 ag: 4%

How did COc1ccc(NC(=O)c2cc(S(=O)(=O)N3CCOCC3)ccc2C)cc1S(=O)(=O)N1CCCCC1 do in these assays?
Abeta yeast res: -7%; PI5P4K alpha inh: 5; WRN helicase inh: -7%; EPAC1 antagonist: -4%; IL-2 act: 0.3; PLK1 PBD inh: -2%; FUS suppressor: inconclusive; EPAC1 ag: 13%

Results for CC(Sc1ccccc1)C(=O)NN=C1CCCC1 (stereo not drawn) ?
Abeta yeast res: -1%; PI5P4K alpha inh: 2; WRN helicase inh: 3%; EPAC1 antagonist: 4%; IL-2 act: -0.6; PLK1 PBD inh: -5%; FUS suppressor: 19%; EPAC1 ag: 6%

How did Cc1cc(=O)n2c(sc3ccccc32)c1C#N do in these assays?
Abeta yeast res: -22%; PI5P4K alpha inh: -11; WRN helicase inh: 6%; EPAC1 antagonist: inconclusive; IL-2 act: 0.2; PLK1 PBD inh: -26%; FUS suppressor: 23%; EPAC1 ag: -12%

Results for Cc1csc(Sc2ccc([N+](=O)[O-])cc2C(=O)OCC(=O)NC(=O)NC(C)(C)C)n1 ?
Abeta yeast res: -5%; PI5P4K alpha inh: 2; WRN helicase inh: -3%; EPAC1 antagonist: -14%; IL-2 act: 0.0; PLK1 PBD inh: -14%; FUS suppressor: -8%; EPAC1 ag: 10%

How did COC(=O)CCC(=O)NNC(=O)c1ccc([N+](=O)[O-])cc1 do in these assays?
Abeta yeast res: -6%; PI5P4K alpha inh: -3; WRN helicase inh: -4%; EPAC1 antagonist: 13%; IL-2 act: 0.0; PLK1 PBD inh: -5%; FUS suppressor: -14%; EPAC1 ag: 12%

Results for CN(C)S(=O)(=O)c1ccc(C(=O)OCC(=O)Nc2ccc3c(c2)OCO3)cc1 ?
Abeta yeast res: 4%; PI5P4K alpha inh: -2; WRN helicase inh: -4%; EPAC1 antagonist: 3%; IL-2 act: 0.5; PLK1 PBD inh: -1%; FUS suppressor: -9%; EPAC1 ag: 8%

What do the screens show for `CC(O)/C=C/C1OC(=O)CC1Nc1ccc(C=O)cc1` (stereo not drawn)?
Abeta yeast res: -27%; PI5P4K alpha inh: 5; WRN helicase inh: -7%; EPAC1 antagonist: 8%; IL-2 act: 1.3; PLK1 PBD inh: 5%; FUS suppressor: -3%; EPAC1 ag: -12%

What do the screens show for `COc1cc(/C=N/N=C(/N)c2nonc2N)cc(Br)c1OCc1ccccc1C`?
Abeta yeast res: 12%; PI5P4K alpha inh: 14; WRN helicase inh: -3%; EPAC1 antagonist: 10%; IL-2 act: -5.0; PLK1 PBD inh: 1%; FUS suppressor: 20%; EPAC1 ag: 9%

What do the screens show for `CCOC1=C2CN(S(=O)(=O)c3ccc(C)cc3)[C@H](c3cccc4ccccc34)C[C@H]2C(C#N)(C#N)C(C#N)(C#N)C1`?
Abeta yeast res: -8%; PI5P4K alpha inh: inconclusive; WRN helicase inh: -1%; EPAC1 antagonist: -11%; IL-2 act: -1.0; PLK1 PBD inh: -17%; FUS suppressor: inconclusive; EPAC1 ag: 2%

How did COc1ccc(OC)c2sc(NC(=O)C(C)C)nc12 do in these assays?
Abeta yeast res: 5%; PI5P4K alpha inh: 6; WRN helicase inh: -2%; EPAC1 antagonist: 16%; IL-2 act: -3.6; PLK1 PBD inh: -8%; FUS suppressor: -11%; EPAC1 ag: 7%

Results for Cc1ccc(C(=O)N/C(=C\c2ccco2)C(=O)NCCN2CCCCC2)cc1C ?
Abeta yeast res: -6%; PI5P4K alpha inh: -12; WRN helicase inh: -1%; EPAC1 antagonist: -3%; IL-2 act: -0.7; PLK1 PBD inh: -9%; FUS suppressor: -11%; EPAC1 ag: 1%

Results for CCOC(=O)c1cn(-c2ccccc2CO)c2c(F)c(F)c(F)cc2c1=O ?
Abeta yeast res: 7%; PI5P4K alpha inh: 0; WRN helicase inh: -1%; EPAC1 antagonist: -8%; IL-2 act: -3.6; PLK1 PBD inh: -9%; FUS suppressor: -3%; EPAC1 ag: 2%

Results for COC(=O)CN1C(=O)[C@H]2[C@@H](/C=C/c3ccccc3)N3C(=O)CN(Cc4ccccc4)C(=O)[C@@]3(C)[C@H]2C1=O ?
Abeta yeast res: 2%; PI5P4K alpha inh: -4; WRN helicase inh: -3%; EPAC1 antagonist: -21%; IL-2 act: 3.9; PLK1 PBD inh: -9%; FUS suppressor: 7%; EPAC1 ag: -18%

How did O=C(Nc1nc(-c2cccs2)cs1)c1ccc(S(=O)(=O)N2CCCC2)cc1 do in these assays?
Abeta yeast res: 7%; WRN helicase inh: -23%; EPAC1 antagonist: -14%; IL-2 act: 0.1; PLK1 PBD inh: -2%; FUS suppressor: 47%; EPAC1 ag: 21%
